12-LOX inh: inhibitors of human 12S-lipoxygenase ALOX12; P18054; purified 12hLO, xylenol orange hydroperoxide absorbance; Potency, µM (titrated, usually from 108 µM), for inactives: at the highest dose activity change, negative = inhibition, actives largely listed as inhibitors; 580,000 compounds, 1.1% hits; active means well fitted inhibition curve with a large enough effect; inconclusive means small, poorly fitted or top-dose-only effect, or another doubt; inactive means no such curve, though single readings can be large or run the other way
Target sequence (P18054 whole entry, looked up): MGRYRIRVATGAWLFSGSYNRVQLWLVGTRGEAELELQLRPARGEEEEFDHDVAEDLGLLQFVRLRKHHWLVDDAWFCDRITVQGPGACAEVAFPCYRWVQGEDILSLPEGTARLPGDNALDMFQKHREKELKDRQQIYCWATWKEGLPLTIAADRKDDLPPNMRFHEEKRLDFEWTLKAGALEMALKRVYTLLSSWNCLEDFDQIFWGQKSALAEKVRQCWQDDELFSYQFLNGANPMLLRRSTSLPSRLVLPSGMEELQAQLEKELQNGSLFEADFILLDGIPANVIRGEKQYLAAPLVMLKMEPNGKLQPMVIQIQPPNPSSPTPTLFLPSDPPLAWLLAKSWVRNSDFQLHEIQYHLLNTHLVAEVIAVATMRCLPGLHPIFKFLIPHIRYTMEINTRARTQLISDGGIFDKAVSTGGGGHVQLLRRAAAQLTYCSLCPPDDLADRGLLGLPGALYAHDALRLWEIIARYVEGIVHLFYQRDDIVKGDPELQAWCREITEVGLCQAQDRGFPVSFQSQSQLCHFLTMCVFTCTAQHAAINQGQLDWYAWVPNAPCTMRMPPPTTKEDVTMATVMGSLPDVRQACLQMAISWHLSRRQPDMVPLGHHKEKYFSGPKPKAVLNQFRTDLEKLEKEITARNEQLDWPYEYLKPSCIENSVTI
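Purified human 12hLO at 150 nM in 25 mM Hepes, 0.01% Triton X-100, pH 7.0, preincubated 15 min at room temperature with compound. Reaction started with 40 uM arachidonic acid, 30 min at room temperature. Hydroperoxide measured by Fe-xylenol orange, 573/405 nm absorbance ratio.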
Starred values were filed as active, the others as inactive; ? = inconclusive; [ ] = remark or other dose. On the % scale 0 is the no-effect control and ±100 the full control effect; potency means the concentration at half of the fitted maximal effect.

smiles	12-LOX inh
CC(C)CCCC(C)CC1C(C#N)=C(N)SC(N)=C1C#N (stereo not drawn)	?
CC(=O)Nc1ccc(CN2C[C@H](O)C[C@H]2c2nc(-c3ccc(OC(F)(F)F)cc3)no2)cc1	10%
CC(Sc1nc2ccccc2n1C)C(=O)NCc1ccc(Cl)cc1 (stereo not drawn)	2%
COC(=O)c1ccccc1-c1cc(C)cc2c1OC(CNC(=O)c1cc(C)on1)C2 (stereo not drawn)	7%
COc1ccc(CNc2ccnc(-c3ccccc3Cl)n2)c(OC)c1	?
CC(C)NC(=O)/C=C/c1ccc(F)cc1	14%
CC(=O)N1CCN(C(=O)Cn2ccc3c(Br)cccc32)CC1	?
CN1CC(=O)N(C2CCC2)Cc2c1ncnc2N1CCC(O)CC1	16%[176 µM]
CCN(CC)C(=O)Oc1ccc2oc(=O)c(-c3ccc(OC)cc3)c(C)c2c1	-14%
Cc1ccc(C)c(C(=O)OCC(=O)NC2CCC(C)CC2)c1 (stereo not drawn)	-30%

Remaining list, next part.
smiles	12-LOX inh
Cc1oc2c(c1C(=O)N1CCN(c3ccccc3)CC1)CN(Cc1ccc(F)cc1)CC2	?
COc1ccc(CCNC(=O)c2cc3c(=O)[nH]c(C)cn3n2)cc1OC	2%
CC(=O)NC(NC(C)=O)C(=O)c1ccccc1	11%
N#Cc1c(-c2ccc(Cl)cc2)cc(-c2ccc(Br)cc2)c(C#N)c1N	-13%
NCCCC(N)CC(=O)NCC1NC(=O)C(CO)NC(=O)C(N)CNC(=O)C(C2CCN=C(N)N2)NC(=O)C(=CNC(N)=O)NC1=O (stereo not drawn)	-4%[0.22 µM]
CN(C)c1nc2c(c(=O)[nH]1)CCN(Cc1cccc(Cl)c1)CC2	52%[activator]
COc1ccc(Cl)cc1NC(=O)COc1ccccc1F	13%
CN(CC1CCOCC1)S(=O)(=O)c1ccc(C(F)(F)F)cc1	22%
O=C(Nc1ccc(Cl)cc1)c1nc2c(o1)CCN(Cc1ccc3c(c1)CCO3)CC2	16%[176 µM]
CC(C)CCC(=O)NC1CCN(c2cnn(CC3CC3)c(=O)c2)CC1	83%[activator]

New compounds follow
smiles	12-LOX inh
C[S+](=O)([O-])CCn1ncc2cc(OCC3CCN(CCC(F)(F)F)CC3)ccc21	-2%[176 µM]
COc1ccc(CN2CCN(c3ccccc3)CC2C)c(OC)c1OC (stereo not drawn)	78%[activator]
CN(C)CCNCc1ccco1	-23%
O=c1cc(-c2ccccn2)oc2c(-c3cccc(CO)c3)nccc12	?
O=C(c1ccc(F)cc1)N1CC2CC(C1)[C@H]1CCCC(=O)N1C2 (stereo partly drawn)	64%[activator]
COc1ccc(C(=O)Nc2ccc(-c3noc([C@@H]4CCCN4Cc4c[nH]c5ccccc45)n3)cn2)cc1	-5%
O=C(C1CC1)N1CCC2(CC1)NC(=O)N(c1cccc(Cl)c1)N2	1.4µM*
CC1CCCC(N2CCN(Cc3ccc(Cl)cc3)CC2)C1 (stereo not drawn)	0.79µM*
CCOc1ccc(CC(=O)NCCn2ccn3nc(-c4cccc(OC)c4)cc3c2=O)cc1	-2%
CC1Cc2nc(SCC(=O)N3CCCC3)n(-c3ccc(F)cc3)c(=O)c2S1 (stereo not drawn)	-7%

(cont.)
smiles	12-LOX inh
CC(C)NC(=O)c1nc(-c2ccc(Cl)nc2)c2cnccn12	3%[6.33 µM]
Cc1cc(C)c2oc(C(=O)Nc3nnc(CC(C)C)s3)cc(=O)c2c1	-18%
CCOC(=O)Nc1cccc(N2CCn3c(nc4cc(Cl)ccc43)C2)c1	?
CCc1ccc(-c2csc(NC3OC(=O)c4c3ccc(OC)c4OC)n2)cc1 (stereo not drawn)	?
C[C@@H]1ON(C)[C@H]2C[C@H]3c4[nH]c5cccc(-c6ccc7c(c6)OCO7)c5c4CCN3C(=O)[C@@H]12	?
Cc1ccc(CNC(=O)c2cc3c(s2)CCN(C(=O)c2ccccc2)C3)cc1	8%
COc1ccc(CC(=O)N2CCC(Cc3nc(-c4ccc(F)cc4)no3)CC2)cc1OC	15%
CC(C)Cc1cc(C(=O)N2CCc3nc(-c4ccccc4)[nH]c3C2)nc(=O)[nH]1	4%
O=C(Oc1ccc(Br)cc1Cl)c1ccc(CSc2ccc(Cl)cc2)cc1	-11%
CCn1nccc1C(=O)N1CCC2(CC1)NC(=O)N(c1ccc(F)cc1)N2	?

2 compounds picked at random from the list so far, as already listed:
smiles	12-LOX inh
Cc1ccc(CNC(=O)c2cc3c(s2)CCN(C(=O)c2ccccc2)C3)cc1	8%
O=C(Oc1ccc(Br)cc1Cl)c1ccc(CSc2ccc(Cl)cc2)cc1	-11%

Following part:
smiles	12-LOX inh
COc1ccc(CNC(=O)COc2ccc(-c3nnc4n3CCCC4)cc2)cc1	21%
N#Cc1nc(-c2ccccc2)oc1NCC(c1cccs1)N1CCOCC1 (stereo not drawn)	13%
CC(=O)Nc1cccc(C(=O)N2CCC(n3cc(-c4nc(C5CC5)no4)nn3)C2)c1 (stereo not drawn)	-5%
COc1cc2c(cc1CN1CCCC(CO)(CC=C(C)C)C1)OCCO2 (stereo not drawn)	46%[activator]
CC(=O)NCC(=O)NCC1Cc2cc(C)cc(-c3ccccn3)c2O1 (stereo not drawn)	6%
COC(=O)[C@]12CCCCC=C1N(Cc1ccc3c(c1)OCO3)C(=O)[C@H](CC(=O)NCC13CC4CC(CC(C4)C1)C3)C2	-11%
CCn1c(CN(c2ccc(C)cc2)S(C)(=O)=O)nnc1SCC(=O)c1ccccc1	25%
Fc1ccc(C2Cn3nnc(-c4nc(C5CCCCC5)no4)c3CO2)cc1 (stereo not drawn)	35%
C/C=C/C=C/CO	4%[176 µM]
Clc1ccc2nc(-c3cccc(Br)c3)cn2c1	13µM*

(further entries)
smiles	12-LOX inh
COc1cc(Cl)ccc1C(=O)N1C[C@@H](F)C[C@H]1C(=O)N1CCCCC1	25%
COC(=O)c1cccc(NC(=O)C2CCc3sc(C(=O)N4CCOCC4)cc3C2)c1 (stereo not drawn)	6%
c1ccc(Cn2cnc3cccnc32)cc1	13%[176 µM]
CC1COCCN1Cc1coc(-c2cccc(F)c2)n1 (stereo not drawn)	-35%
O=C(NC1CCCN(c2cc(-c3ccc(F)cc3)[nH]n2)C1)c1nccc2ccccc12 (stereo not drawn)	13%
COc1ccc2[nH]cc(C(C(=O)O)N3CCN(C(C)=O)CC3)c2c1 (stereo not drawn)	4%
COCCN1Cc2[nH]nc(-c3cccc(NC(C)=O)c3)c2CC1=O	-2%[176 µM]
COP(=O)(OC)c1nc(-c2ccco2)oc1NCc1ccc(F)cc1	?
CCOc1ccccc1CN(C)C1CCc2nn(CC3CC3)c(=O)n2CC1 (stereo not drawn)	108%[activator]
COCCn1cnc2c1c(=O)n(CC(=O)Nc1ccc(OC(F)F)cc1)c(=O)n2Cc1ccccc1	?

Next part.
smiles	12-LOX inh
CCn1c(SCC(=O)O)nc2c1c(=O)[nH]c(=O)n2C	?
CCCCNc1ccc2c(c1)OC[C@@H](CC(C)C)NS2(=O)=O	?
O=[N+]([O-])c1ccc(N/N=C/c2cccs2)c(S(=O)(=O)Nc2ccccc2Cl)c1	-23%
OCC1(CC2CC2)CCCN(Cc2cccc(OCc3ccccn3)c2)C1 (stereo not drawn)	-19%
CCN1CCC2(CCC1=O)CN(Cc1nc(C(=O)NC)no1)CCN2C (stereo not drawn)	69%[activator]
Cc1ccc(OCC(=O)c2ccc3c(c2)N(CCCC(=O)N2CCOCC2)C(=O)CO3)cc1C	7%
O=C(CN1CCN(c2ccccn2)CC1)N1N=C(c2cc3ccccc3o2)CC1c1ccco1 (stereo not drawn)	?
NC(CCCc1ccccc1)c1ccccc1 (stereo not drawn)	-29%
CCOc1ccccc1C1NC(=O)NC(CN2CCN(c3ccccn3)CC2)=C1C(=O)OC (stereo not drawn)	-26%
CCc1ccccc1NC(=O)c1sc(-n2nc(C)c(Cl)c2C)nc1C	35%

The listing continues:
smiles	12-LOX inh
CCS(=O)(=O)NCc1nc(-c2ccc(C)cc2)c(-c2ccccn2)[nH]1	111%[activator]
C[C@@H]1CN(C(=O)c2cc(-c3ccsc3)n[nH]2)CC[C@@]1(O)C1CCOCC1	80%[activator]
CN(C)c1ccc2ncc(Nc3cccc(C(F)(F)F)c3)n2n1	17%[176 µM]
Cc1oc(-c2cccs2)nc1CC(=O)Nc1ccccc1Cc1ccccc1	?
CCOc1ccc(-n2c(SCC(=O)OC)nc3ccccc3c2=O)cc1	-6%
C[C@@H](NC(=O)c1cnccn1)c1onc(-c2ccccc2)c1C(=O)O	17%[176 µM]
COCC1CCN(CC2(O)CCCN(Cc3cccc(F)c3F)C2=O)CC1 (stereo not drawn)	84%[activator]
CN(C)C(=O)c1cccnc1OC1CCN(C(=O)c2ccoc2)C1 (stereo not drawn)	15%
Cn1ccc2c(C(=O)N[C@@H]3CCOC[C@H]3Oc3ccccn3)cccc21	42%[activator]
COc1cccc(N2C(=O)NC(=NC3CCCCC3)C23CCCN(Cc2ccc(N(C)C)cc2)C3)c1 (stereo not drawn)	?

(more compounds)
smiles	12-LOX inh
Cc1nnc2n1CCC(NC(=O)c1ccoc1)CC2 (stereo not drawn)	14%
Cc1cccc(Nc2nc(-c3cc4ccccc4oc3=O)cs2)c1C	?
COc1ccc(-c2noc([C@@H]3C[C@H](NS(=O)(=O)c4ccc5ccccc5c4)CN3C)n2)cc1	?
COc1cc2c(cc1OC)CN(C(=O)CCCN(C)S(=O)(=O)c1ccc(F)cc1)CC2	-9%
CC(=O)NCCC(=O)N1Cc2ccccc2CC2(CCCN2Cc2ccncc2)C1 (stereo not drawn)	8%[6.33 µM]
CCc1noc(-c2cccn3c(CNC(=O)c4ccncc4)nnc23)n1	58%[activator]
O=C(Nc1ccc(Cl)cc1)N1CCn2c(nn(-c3ccc(F)cc3)c2=O)C1	?
COc1ccc(OC)c(NC(=O)Cn2c(N3CCc4ccccc4C3)nc(C)cc2=O)c1	-13%
COC(=O)C1CN(Cc2ccc(OC)cc2)CCS(=O)(=O)N1Cc1ccc(F)cc1 (stereo not drawn)	2%
CC(=O)Nc1ccc(S(=O)(=O)N2CCC(CCC(=O)Nc3cccc(C)c3)CC2)cc1	6%

The list goes on:
smiles	12-LOX inh
CC(C)CNC(=O)N1CCC(Nc2cccnc2)C1 (stereo not drawn)	10%
CCc1noc([C@@H]2CC(F)(F)CN2C(=O)Cc2cccnc2)n1	-1%
O=C(CC1CCN(C(=O)c2cccc(F)c2)C1)NCc1ccccc1 (stereo not drawn)	10%
COc1ccccc1C(CC(=O)NCC(C)C)c1cn(C)c2ccccc12 (stereo not drawn)	35%[activator]
Cc1nc2nc(C)c(NC(=O)Nc3ccccc3C(F)(F)F)c(=O)n2[nH]1	?
COc1ccccc1N1CCN([C@H]2[C@@H]3OC[C@@H](O3)[C@@H](NCc3ccc(F)cc3)[C@@H]2O)CC1	88%[activator]
Cc1noc(C)c1CN1CCN(c2ccc(F)cc2)CC1	40%[activator]
C=CCNc1ncnc2c1CCN(C(=O)c1ccccc1OCC)CC2	-9%
N#Cc1cn(CC(=O)NCc2ccccc2)c2ccccc12	9%
Cc1ncc2c(n1)CCCN(CC(=O)N1CCCC1)C2=O	25%

Remaining list, next part
smiles	12-LOX inh
COc1ccc(CN2C(=O)[C@@H]3C[C@@H](O)CN3C3(CN(Cc4ccncc4)C3)C2=O)cc1	13%[176 µM]
Cc1ccc2nc(CO[C@H]3CN(C4CCN(C)CC4)C[C@H]3F)[nH]c2c1	5%[176 µM]
Cc1cccc(-c2nocc2CCC(=O)NCc2ccc(F)cc2F)c1	-2%
ClCC(Cl)C[n+]1cccc2ccccc21 (stereo not drawn)	?
CCc1cccc2c(C(=O)COC(=O)c3ccc(C)s3)c[nH]c12	45%[activator]
CC[C@H](CC[C@@H](C)[C@H]1CC[C@H]2[C@@H]3CC=C4C[C@@H](O)CC[C@]4(C)[C@@H]3CC[C@]12C)C(C)C	?
CCN1c2cc(C(=O)Nc3ccc(F)c(Cl)c3)ccc2C(=O)N2CCCCC21 (stereo not drawn)	17%
O=C(/C=C/c1cccc([N+](=O)[O-])c1)c1ccc(OC(F)F)cc1OC(F)F	?
CCOc1ccccc1-n1cnc2cc(C(=O)NCC(OCC)OCC)ccc21	-4%
COc1ccc(CCNC(=O)CCc2c(C)noc2C)cc1OC	-7%

Nothing new here: entries from further up.
smiles	12-LOX inh
O=C(/C=C/c1cccc([N+](=O)[O-])c1)c1ccc(OC(F)F)cc1OC(F)F	?
CCOc1ccccc1-n1cnc2cc(C(=O)NCC(OCC)OCC)ccc21	-4%
COc1ccc(CCNC(=O)CCc2c(C)noc2C)cc1OC	-7%

The list goes on.
smiles	12-LOX inh
Cc1cc(C)n2nc(SC(C)C(=O)Nc3cc(Cl)cc(Cl)c3)nc2n1 (stereo not drawn)	-22%
CC(C)(C)C(=O)NC1CCN(Cc2ccccc2)C1 (stereo not drawn)	8%
CCCCNC(=O)[C@H]1CCC[C@H]1NC(=O)c1cnc(C)cn1	2%
CN1CCC(N2CC[C@H](c3nc4ccccc4s3)C2)CC1	58%[activator][176 µM]

In the list so far, these have a nitro group on carbon:
smiles	12-LOX inh
O=[N+]([O-])c1ccc(N/N=C/c2cccs2)c(S(=O)(=O)Nc2ccccc2Cl)c1	-23%
O=C(/C=C/c1cccc([N+](=O)[O-])c1)c1ccc(OC(F)F)cc1OC(F)F	?

Source: PubChem BioAssay

Only part of the results is shown (hit frequency here may not be typical).
